# From PubChem BioAssay
# p53null 32C tox – p53 null cell cytotoxicity, permissive temperature | Potency, µM (doses to about 46.1 µM), inactives show top-dose activity change, negative = cytotoxicity, actives largely listed as cytotoxic | H1299-neo p53 null cells, ATP luminescence, 24 h, 32C | actives 0.62% (n = 55,000);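 further: potency means the concentration at half of the fitted maximal effect; 0% = DMSO only and -100% = full killing by 100 µM tamoxifen; nearly all actives have a fitted effect of over 55% in size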
#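 H1299-neo (p53 null) cells, 600/well, treated 24 h at 32C with compound up to 46 uM; ATPlite luminescence viability, normalized to DMSO and 100 uM tamoxifen; AC50 by Hill fit.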
# FH mod – Identification of activators of human fumarate hydratase by quantitative high-throughput screening; Potency, µM (series often up to 79.9 µM), for inactives: top-dose activity change, negative = inhibition, actives largely listed as inhibitors; FH coupled MDH/diaphorase resazurin fluorescence, 15 min; actives 0.22% (n = 54,000); further: potency means the concentration at half of the fitted maximal effect; on the % scale 0 is the no-effect control and ±100 the full control effect; the screen sought activators but most active calls are inhibition curves; nearly all actives have a fitted effect of over 45% in size
# TSG101-PTAP inh – TSG101-PTAP interaction inhibition, HIV-1 budding; Fluorescence polarization, FITC-PTAP peptide/Tsg101, 20 min; Potency, µM (titrated, usually from 115 µM), for the others: at the top dose activity change, negative = inhibition, most hits filed as inhibitors; 44,000 tested, under 10 active; further: potency means the concentration at half of the fitted maximal effect; 0% is about no effect
# Target sequence (Q99816 whole entry, looked up): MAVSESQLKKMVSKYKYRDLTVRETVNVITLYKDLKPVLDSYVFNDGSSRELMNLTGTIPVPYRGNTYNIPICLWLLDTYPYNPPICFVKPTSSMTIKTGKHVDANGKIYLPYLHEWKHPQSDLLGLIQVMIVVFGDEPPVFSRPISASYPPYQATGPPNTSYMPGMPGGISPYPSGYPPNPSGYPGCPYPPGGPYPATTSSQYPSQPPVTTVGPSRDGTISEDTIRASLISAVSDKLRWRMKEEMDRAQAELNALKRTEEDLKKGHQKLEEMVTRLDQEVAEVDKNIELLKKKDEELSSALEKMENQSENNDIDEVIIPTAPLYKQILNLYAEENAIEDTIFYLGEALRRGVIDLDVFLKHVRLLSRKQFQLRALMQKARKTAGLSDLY
#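 The Tsg101 binding domain, at 10 uM final, is mixed with compound and a FITC peptide bearing the PTAP motif (50 nM final). After 20 min at r.t., polarization is measured; actives defined by CRC class, efficacy cut-off 60% inhibition.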
# B2AR arrestin ag – ADRB2 beta-arrestin recruitment | P07550 | HTLA Tango cells, beta-arrestin recruitment, luciferase luminescence, 18 h | Potency, µM (highest dose often 46.1 µM), for the others: at the highest dose activation, hits mostly activators | 44,000 tested, under 10 active;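 further: potency means the concentration at half of the fitted maximal effect; 0% = DMSO and full agonism = EC100 isoproterenol or metaproterenol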
# Target sequence (P07550 whole entry, looked up): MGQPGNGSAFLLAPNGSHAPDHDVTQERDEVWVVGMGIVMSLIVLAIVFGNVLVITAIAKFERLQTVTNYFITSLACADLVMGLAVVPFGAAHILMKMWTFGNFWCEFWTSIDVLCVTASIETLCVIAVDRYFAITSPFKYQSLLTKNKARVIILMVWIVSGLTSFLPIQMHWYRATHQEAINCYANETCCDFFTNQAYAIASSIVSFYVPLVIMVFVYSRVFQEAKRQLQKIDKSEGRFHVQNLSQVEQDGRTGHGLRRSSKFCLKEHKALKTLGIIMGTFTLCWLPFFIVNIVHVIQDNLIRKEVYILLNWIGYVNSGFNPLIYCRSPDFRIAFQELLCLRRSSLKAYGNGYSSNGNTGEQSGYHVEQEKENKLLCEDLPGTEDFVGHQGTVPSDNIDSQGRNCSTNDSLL
#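 Luminescence read-out: arrestin recruitment to recombinant beta2-AR releases tTA, inducing luciferase. Cells exposed 18 hr at 37 degrees C to up to 46 microM compound; %Activity from corrected signal, concentration-response curves classified by r2, magnitude and efficacy.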
# p53null 39C kill – kills p53 null cells at the nonpermissive temperature; H1299 p53-null (neo) cells, 39C, ATPlite viability, 24 h; Potency, µM (top dose mostly 46.1 µM), for inactives: at the top dose activity, negative = cell killing, usual class: cytotoxic; actives 0.97% (n = 55,000); AID 904;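 further: potency means the concentration at half of the fitted maximal effect; 0% = DMSO only and -100% = full killing by 100 µM tamoxifen; nearly all actives have a fitted effect of over 50% in size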
#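 Following overnight plating at 37C (600 cells/well), H1299-neo or H1299-p53A138V cells are dosed up to 46 uM. Incubation lasts 24 hr at 39C before ATP detection.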
# NTMT1 inh – NTMT1 methyltransferase inhibition | NTMT1 MTase-Glo SAH luminescence, purified enzyme | Potency, µM (doses to about 114 µM), for inactives: top-dose activity change, negative = inhibition, actives largely listed as inhibitors | actives 2.5% (n = 59,000) | AID 1645870;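 further: potency means the concentration at half of the fitted maximal effect; plate controls were DMSO vehicle for no effect and no enzyme for full effect; nearly all actives have a fitted effect of over 65% in size; many of its hits are not listed in these tables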
# Target sequence (Q9BV86 whole entry, looked up): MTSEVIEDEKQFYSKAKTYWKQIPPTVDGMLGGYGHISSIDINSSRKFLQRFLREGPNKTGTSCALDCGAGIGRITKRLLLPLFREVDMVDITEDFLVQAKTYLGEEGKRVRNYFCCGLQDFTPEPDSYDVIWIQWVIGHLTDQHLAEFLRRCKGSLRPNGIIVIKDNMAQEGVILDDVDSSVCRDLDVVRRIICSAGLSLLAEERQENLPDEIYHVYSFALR
# GALK inhibitor – inhibits human galactokinase; Potency, µM (highest dose often 57.5 µM), without a hit: at the top dose activity, negative = inhibition, actives largely listed as inhibitors; P51570; recombinant GALK, Kinase-Glo ATP luminescence, 1 h; AID 1347072; 44,000 tested, under 10 active;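 further: plate controls were full GALK reaction for no effect and reaction lacking GALK for full effect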
#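 Reactions with and without enzyme served as controls. GALK at 5 nM phosphorylates 100 uM galactose using 35 uM ATP (HEPES pH 8.0, Mg2+) for 1 h at RT, with luminescence read 10 min after adding Kinase-Glo Plus.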
# Active calls of the source: *; ? = inconclusive; . = not tested or not shown. The call rests on the fitted dose curve; in most records, active means well fitted curve in the direction sought with a large enough effect; inconclusive means small, poorly fitted or top-dose-only effect, or another doubt; inactive means no such curve, though single readings can be large; an effect the other way counts as inactive or inconclusive. This is a subset, so the mix of outcomes need not match the whole.
# Sample of the layout (7 entries):
SMILES,p53null 32C tox,FH mod,TSG101-PTAP inh,B2AR arrestin ag,p53null 39C kill,NTMT1 inh,GALK inhibitor
COc1ccc(C)cc1NC(=O)C1CCCN(S(=O)(=O)c2ccc3[nH]c(=O)ccc3c2)C1 (configuration not stated),-9.5%,-10.2%,1.3%,1.5%,5.9%,-17.4%,?
O=S(=O)(c1cccs1)N1CCN(c2ccc(Cl)cc2)CC1,-0.8%,-27.1%,-2.4%,0.6%,5.2%,-7.1%,0.0%
Cc1ccc(NC(=O)C(=O)NCC2(c3ccccc3)CCCC2)cc1C,-7.5%,-0.5%,-1.2%,0.6%,-2.4%,1.5%,0.4%
O=C(Nc1cc(-c2cccc(Cl)c2)nn1-c1ccccc1)c1ccccc1F,1.3%,?,0.6%,0.0%,-12.0%,-7.6%,2.8%
COc1ccc(Cn2c(=O)[nH]c3cc(C(=O)N4CCN(c5cccc(Cl)c5)CC4)ccc3c2=O)cc1,2.2%,-2.7%,3.9%,0.9%,-7.1%,9.1%,-4.1%
COc1ccc(C2C=C(c3ccccc3)Nc3nc(NS(=O)(=O)c4ccc(Cl)cc4)nn32)cc1 (configuration not stated),6.0%,?,-6.7%,-2.8%,-6.9%,?,2.4%
COc1ccc(CCN2C(=O)N(c3ccc(C)cc3)C(=O)C2CC(=O)Nc2ccc(OC)cc2)cc1 (configuration not stated),4.8%,-16.3%,3.7%,0.3%,14.1%,15.1%,-9.5%

# Main list, from the start:
SMILES,p53null 32C tox,FH mod,TSG101-PTAP inh,B2AR arrestin ag,p53null 39C kill,NTMT1 inh,GALK inhibitor
COc1ccc(C)cc1NC(=O)C1CCCN(S(=O)(=O)c2ccc3[nH]c(=O)ccc3c2)C1 (configuration not stated),-9.5%,-10.2%,1.3%,1.5%,5.9%,-17.4%,?
O=S(=O)(c1cccs1)N1CCN(c2ccc(Cl)cc2)CC1,-0.8%,-27.1%,-2.4%,0.6%,5.2%,-7.1%,0.0%
Cc1ccc(NC(=O)C(=O)NCC2(c3ccccc3)CCCC2)cc1C,-7.5%,-0.5%,-1.2%,0.6%,-2.4%,1.5%,0.4%
O=C(Nc1cc(-c2cccc(Cl)c2)nn1-c1ccccc1)c1ccccc1F,1.3%,?,0.6%,0.0%,-12.0%,-7.6%,2.8%
COc1ccc(Cn2c(=O)[nH]c3cc(C(=O)N4CCN(c5cccc(Cl)c5)CC4)ccc3c2=O)cc1,2.2%,-2.7%,3.9%,0.9%,-7.1%,9.1%,-4.1%
COc1ccc(C2C=C(c3ccccc3)Nc3nc(NS(=O)(=O)c4ccc(Cl)cc4)nn32)cc1 (configuration not stated),6.0%,?,-6.7%,-2.8%,-6.9%,?,2.4%
COc1ccc(CCN2C(=O)N(c3ccc(C)cc3)C(=O)C2CC(=O)Nc2ccc(OC)cc2)cc1 (configuration not stated),4.8%,-16.3%,3.7%,0.3%,14.1%,15.1%,-9.5%
COc1ccc(NC(=O)Cn2c(=O)oc3cc(S(=O)(=O)NC(C)C)ccc32)cc1OC,-7.6%,-7.3%,0.6%,0.6%,8.3%,?,0.0%
CCOC(=O)Cn1c(=O)n(-c2ccccc2OC)c2nc(-c3ccc(C(C)C)cc3)nc(C(N)=O)c21,-15.1%,-0.6%,-1.1%,?,-14.3%,13.3%,-3.3%
CCn1c(CNC(=O)c2ccc(OC)cc2)nnc1SCC(=O)Nc1cccc(C)c1,-1.6%,-6.7%,-10.2%,0.7%,-16.9%,14.9%,0.0%
CCOC(=O)c1c(NC(=O)CSc2cn(CCNC(=O)c3ccccc3F)c3ccccc23)sc2c1CCCC2,.,-8.4%,-1.1%,-1.8%,.,1.7%,-2.4%
CC1=C(C(=O)OC2CCCC2)C(c2ccc(Cl)cc2)CC(=O)N1 (configuration not stated),18.0%,-4.4%,-3.5%,0.9%,-8.3%,-6.8%,1.7%

# Only GALK inhibitor, for 3 of the compounds above:
structure	GALK inhibitor
O=C(Nc1cc(-c2cccc(Cl)c2)nn1-c1ccccc1)c1ccccc1F	2.8%
COc1ccc(C2C=C(c3ccccc3)Nc3nc(NS(=O)(=O)c4ccc(Cl)cc4)nn32)cc1 (configuration not stated)	2.4%
COc1ccc(C)cc1NC(=O)C1CCCN(S(=O)(=O)c2ccc3[nH]c(=O)ccc3c2)C1 (configuration not stated)	?

# Next part
SMILES,p53null 32C tox,FH mod,TSG101-PTAP inh,B2AR arrestin ag,p53null 39C kill,NTMT1 inh,GALK inhibitor
COc1ccc(-c2onc(C)c2C)cc1S(=O)(=O)NCC1CCN(Cc2ccccc2F)CC1,6.3%,-12.9%,-5.4%,0.6%,-11.2%,-2.9%,4.0%
O=C(NCc1ccco1)c1ccc(Cn2c(SCc3ccc(F)cc3)nc3cccnc32)cc1,?,-19.5%,-1.2%,2.5%,12.6µM*,?,0.3%
CCN(Cc1ccccc1)C(=O)c1nc(-c2cccc(F)c2)n2c1CCCCC2,3.1%,-6.0%,-8.8%,?,-8.7%,4.3%,-5.5%
COc1ccccc1NC(=O)C1CCN(S(=O)(=O)c2ccc3c(c2)oc(=O)n3C)CC1,?,0.0%,0.6%,-1.7%,-1.5%,1.9%,-0.2%
Cc1ccc(Nc2nc(Nc3ccc(C)c(C)c3)nc(N3CCOCC3)n2)cc1C,-4.2%,-24.0%,-7.7%,0.5%,24.4%,4.3%,2.4%
O=C(Nc1ccc(S(=O)(=O)Nc2ccccc2)cc1)N1CCCC1,-6.5%,-6.5%,-0.3%,?,17.3%,10.1%,1.1%
CCOC(=O)c1cccc2c1N[C@@H](c1ccc(F)cc1)[C@H]1CC=C[C@@H]21,-3.7%,?,-8.3%,-2.3%,-0.2%,5.6%,0.0%
O=c1c2cc3c(cc2n(Cc2ccc(Cl)cc2)c(=O)n1Cc1nc(-c2ccccc2)no1)OCO3,1.5%,3.4%,-3.9%,1.4%,5.2%,-5.1%,0.4%
CCCN(CCC)CCCNC(=O)c1cc2c(-c3ccc(OC)c(OC)c3)nn(C)c2s1,0.3%,?,-0.3%,0.8%,-10.0%,?,0.5%
Cc1ccc(-c2nc3c4c(-c5ccccc5)c(-c5ccccc5)oc4ncn3n2)cc1,-5.2%,6.6%,-0.3%,0.5%,-22.7%,-12.9%,-1.3%
COCCNc1sc(S(=O)(=O)c2ccc(C)cc2)nc1S(=O)(=O)c1ccc(C)cc1,8.7%,-25.3%,0.7%,-1.2%,-5.4%,3.6%,3.3%
Cc1ccc(C(=O)N2c3ncnn3C3(CCCCC3)[C@@H]3CCCC[C@@H]32)cc1,-5.4%,-8.1%,-5.9%,-3.8%,7.8%,-2.3%,-0.4%
Cc1ccc(-n2nnnc2C2CCN(S(=O)(=O)c3ccc(OC(F)(F)F)cc3)CC2)cc1,5.7%,-4.4%,0.4%,-2.4%,-9.0%,4.0%,3.2%
CC(NC(=O)c1ccco1)c1nc(-c2ccccc2)no1 (configuration not stated),-13.2%,-0.9%,0.5%,-2.1%,-13.8%,10.7%,1.4%
CC(=O)Nc1ccc(NC(=O)c2c(C)nn(-c3ccccc3)c2-n2cccc2)cc1,-7.2%,-1.9%,-1.2%,-2.8%,-13.7%,9.6%,-11.1%
CCN(C(=O)c1oc2ccc(S(=O)(=O)N3CCCCCC3)cc2c1C)c1ccccc1,25.9%,-35.1%,0.8%,3.4%,-2.9%,21.7%,-1.9%
Cc1oc2ncnc(N3CCCCC3)c2c1C(=O)Nc1cccc(Cl)c1C,-2.8%,-5.9%,-3.1%,0.6%,10.3%,89.1µM*,1.8%
Cc1c(Cl)cccc1NC(=O)c1ccc2c(c1)nnn2C1CCCC1,-9.0%,-3.7%,1.0%,0.0%,0.6%,3.2%,2.7%
Cc1ccc(CN2C(=O)c3ccccc3Sc3ccc(C(=O)NC4CCCCC4)cc32)cc1,7.2%,-15.9%,-3.1%,-0.2%,9.3%,-2.2%,-0.6%
COc1ccc(CNC(=O)c2ccc(-c3nc(CSc4ccccc4)c(C)o3)cc2)cc1OC,1.7%,-9.0%,1.4%,-1.1%,2.1%,-0.6%,-1.1%
COc1ccc(C2C=C(c3ccc(Br)cc3)Nc3nnnn32)c(OC)c1 (configuration not stated),-17.7%,-22.7%,-2.2%,2.6%,8.1%,1.8%,2.1%
Cc1ccc(NC(=O)CSc2nnc(N)s2)c(C)c1,-7.2%,-3.4%,1.5%,0.9%,6.5%,9.7%,0.1%
Cc1ccc(CN(Cc2ccco2)C(=O)c2oc3ccc(C)cc3c2C)cc1,2.4%,-33.4%,-0.3%,-0.2%,1.8%,2.3%,4.2%
CC(=O)N(Cc1cccnc1)c1nc2c(C)c(C)ccc2s1,-1.9%,-23.0%,-2.0%,-2.0%,-7.3%,-10.1%,2.3%
COc1ccc(-c2cc(C(F)(F)F)nc(S(C)(=O)=O)n2)cc1,?,-8.4%,-8.5%,0.1%,?,1.4%,0.0%
CCC(=O)N1CCc2cc(Br)cc(S(=O)(=O)N3CCCC(C(=O)NCc4ccc(C)cc4)C3)c21 (configuration not stated),11.5%,-15.9%,-5.2%,-0.6%,-5.1%,3.1%,-2.5%
COc1ccc(CCn2c(=O)c3cccnc3n(CC(=O)Nc3ccc(C)cc3C)c2=O)cc1OC,-12.0%,-1.6%,-0.2%,-2.1%,-18.7%,-12.9%,6.1%
CCC(C(=O)Nc1ccccc1OC)n1c(C(=O)OC)cc2sc(Cl)cc21 (configuration not stated),6.2%,-11.2%,-1.2%,-0.7%,?,13.5%,1.8%
O=C(Nc1nc2n(n1)C(c1ccc(F)cc1)C=C(c1ccccc1)N2)c1ccco1 (configuration not stated),-9.4%,10.6%,-3.9%,-1.5%,?,8.9%,2.6%
COc1ccc(Nc2oc(/C=C/c3ccc(OC)c(OC)c3)nc2C#N)cc1,3.1%,3.8%,-9.6%,?,-24.6%,-5.1%,-2.9%
Cc1nc2c(C(=O)NCc3ccccc3Cl)c[nH]n2c(=O)c1Cc1cccc(Cl)c1,?,-14.9%,-6.4%,-1.0%,?,-7.8%,0.4%
Cc1sc2c(c1C)c(=O)n(-c1cccc(C(F)(F)F)c1)c(=O)n2Cc1ccccc1C#N,0.9%,-3.0%,-2.4%,-0.8%,-4.0%,-6.9%,2.9%
COc1cccc(CNC(=O)c2cnc(N3CCCC3)nc2C)c1,-3.8%,2.5%,-6.7%,0.5%,-13.2%,17.1%,-2.4%
Cc1ccc2c(c1)c1c(c(=O)n(-c3cccc(Cl)c3)c(=O)n1CC(=O)c1ccc(Cl)cc1)n2C,-1.5%,-13.8%,4.2%,-1.3%,-4.0%,18.0%,6.3%
